# HCV inh – blocks hepatitis C virus. Huh7.5.1 HCVcc-Cre infection, luciferase reporter, 44 h. Potency, µM (top dose mostly 41.8 µM), without a hit: top-dose activity change, negative = inhibition, most hits filed as inhibitors. 3.4% of 340,000 active; also: potency is read from the fitted curve at half-maximal effect
#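 After 44 h co-culture of compound, cells and HCVcc-Cre (~0.5 moi), substrate is added for 15 min at room temperature and luciferase measured over 15 sec. Cells were seeded at 1,000/well and pre-cultured 4 h.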
# AmpC inh no detg – AmpC beta-lactamase inhibition without detergent; AmpC nitrocefin hydrolysis, absorbance 480 nm, 0.0001% Triton; Potency, µM (doses to about 57.1 µM), for inactives: at the top dose activity change, negative = inhibition, most hits filed as inhibitors; 0.52% of 330,000 active;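 also: potency is read from the fitted curve at half-maximal effect; plate controls were no compound for no effect and no enzyme for full effect; nearly all actives have a fitted effect of over 20% in size; some results filed as inactive show a strong effect at the top dose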
# Target sequence (P00811 whole entry, looked up): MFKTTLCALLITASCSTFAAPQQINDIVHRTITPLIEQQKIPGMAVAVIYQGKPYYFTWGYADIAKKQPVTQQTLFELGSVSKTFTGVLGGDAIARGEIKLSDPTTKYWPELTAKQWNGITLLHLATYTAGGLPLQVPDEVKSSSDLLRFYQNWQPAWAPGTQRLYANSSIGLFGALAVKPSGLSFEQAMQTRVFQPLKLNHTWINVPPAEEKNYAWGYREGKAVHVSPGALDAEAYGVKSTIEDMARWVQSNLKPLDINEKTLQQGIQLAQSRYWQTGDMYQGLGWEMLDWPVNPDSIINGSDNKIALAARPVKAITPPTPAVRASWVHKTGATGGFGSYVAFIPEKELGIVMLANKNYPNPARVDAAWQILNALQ
#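 AmpC (5.3 nM in the dispensed reagent) in 20 mM phosphate pH 7.0 with 0.01% (detergent screen) or 0.0001% Triton X-100 was preincubated with compounds for 15 min at room temperature. Nitrocefin was then added from an 800 uM solution, and hydrolysis was followed at 480 nm.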
# Giardia FBPA inh – Giardia lamblia aldolase inhibition | AID 2451 | Potency, µM (series often up to 59.6 µM), for the others: at the highest dose activity, negative = inhibition, most hits filed as inhibitors | purified Giardia FBPA | 0.71% of 290,000 active; also: potency is read from the fitted curve at half-maximal effect; nearly all actives have a fitted effect of over 55% in size
# Target sequence (A8B2U2 whole entry, looked up): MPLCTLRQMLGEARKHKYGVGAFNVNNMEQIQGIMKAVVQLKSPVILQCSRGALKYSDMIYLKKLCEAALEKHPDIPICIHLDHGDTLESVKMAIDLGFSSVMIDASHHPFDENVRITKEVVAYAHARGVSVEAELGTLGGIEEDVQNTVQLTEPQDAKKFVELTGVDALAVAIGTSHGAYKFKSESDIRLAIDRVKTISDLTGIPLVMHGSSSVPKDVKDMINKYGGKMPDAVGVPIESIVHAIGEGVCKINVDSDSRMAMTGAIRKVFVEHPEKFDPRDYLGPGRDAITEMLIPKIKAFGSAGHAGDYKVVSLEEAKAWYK
#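 40 nM FBPA preincubated 10 min at RT with compound (up to 57.5 uM final), then substrate plus GAPDH/TPI/NAD/arsenate coupling and diaphorase/resazurin added. Fluorescence read after 20 min at RT, 525/598 nm.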
# AmpC inh detg – AmpC beta-lactamase inhibition with detergent present | AmpC hydrolysis of nitrocefin, absorbance 480 nm, 0.01% Triton | Potency, µM (titrated, usually from 114 µM), without a hit: top-dose activity change, negative = inhibition, most hits filed as inhibitors | 0.041% of 370,000 active | AID 485294;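 also: potency is read from the fitted curve at half-maximal effect; 0% = no-compound wells and -100% = no-enzyme wells; nearly all actives have a fitted effect of over 25% in size; some results filed as inactive show a strong effect at the top dose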
#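 AmpC (5.3 nM in the dispensed reagent) in 20 mM phosphate pH 7.0 with 0.01% (detergent screen) or 0.0001% Triton X-100 was preincubated with compounds for 15 min at room temperature. Nitrocefin was then added from an 800 uM solution, and hydrolysis was followed at 480 nm.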
# HCMV antiviral – inhibitors of human cytomegalovirus | HFF cells, HCMV-luciferase reporter, 72 h; active compounds read low | activity change, negative = inhibition, % at 57.5 µM | 4.5% of 410,000 active; in the data active = activity change below about -60%; inconclusive = no clear call, values can overlap the other calls; inactive = above about -39%
#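 Two-dose cell screen: HFF monolayers treated with compounds and infected with luciferase-expressing HCMV at 1 PFU/cell, 72 h at 37C, then lysed for luciferase measurement.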
# Sm TGR inh – inhibitors of Schistosoma mansoni thioredoxin glutathione reductase | Q962Y6 | purified TGR, DTNB reduction, TNB absorbance 405 nm | Potency, µM (top dose mostly 114 µM), for the others: at the highest dose activity change, negative = inhibition, usual class: inhibitors | 3% of 360,000 active | AID 485364; also: potency is read from the fitted curve at half-maximal effect; nearly all actives have a fitted effect of over 60% in size
#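 Kinetic colorimetric format: TGR-catalysed, NADPH-driven DTNB reduction monitored via TNB absorbance. Enzyme dispensed at 20 nM; compound exposure 15 min at room temperature before reaction start.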
# * hit, by the source's call; ? = inconclusive; / = no result given; & = joins results of further samples; ! = repeats disagree; [ ] = dose if it differs, or a comment. Unless noted, calls follow the shape of the dose curve; as a rule, active = well fitted curve in the direction sought with a large enough effect; inconclusive = small, poorly fitted or top-dose-only effect, or another doubt; inactive = no such curve, though single readings can be large; an effect the other way counts as inactive or inconclusive. Unless noted, % is scaled to controls: 0 for no effect and ±100 for the full control effect.
structure	AmpC inh detg	HCV inh	AmpC inh no detg	HCMV antiviral	Giardia FBPA inh	Sm TGR inh
CC(C)C(OC(=O)CN1C(=O)c2ccccc2C1=O)C(=O)NC1CCCCC1 (centres undefined)	-7%	18%	-9%	-31	1%	-11%
Cc1nn(-c2ccccc2)nc1C(N)=O	-8%	-7%	-18%	-2	5%	6%
COc1cc(S(=O)(=O)Nc2cccnc2)ccc1F	-6%	9%	-43%	-16	7%	3%
Cc1ccc2oc(C(=O)NCc3ccc(S(N)(=O)=O)cc3)cc(=O)c2c1	3%	-13%	-3%	-15	15%	22%
CC(C)C(=O)Nc1cccc(NC2=NS(=O)(=O)c3ccccc32)c1	24%	/	/	6	/	3%
Cc1ccc(C2CC(=O)C=C(NCC(C)C)C2)cc1 (centres undefined)	-11%	-7%	-20%	-81*	1%	4%
Cc1ccc(NC(=O)/C(Cl)=C\c2ccccc2)cc1	-8%	-5%	-27%	-1	0%	-1%
Cc1ccc(S(=O)(=O)c2[nH]c(-c3ccccc3)nc2SCCC(=O)O)cc1	16%	/	/	-4	/	-1%
CC(NC(=O)C1CCC(CNC(=O)[C@@H]2Cc3ccccc3CN2)CC1)c1ccccc1 (some centres undefined)	4%	3%	11%	-8	-28%	-5%
Nc1ccc(NC(=O)c2cccs2)cc1	-6%	-9%	-12%	3	0%	-8%
Cc1cccc2cc3c(NC(=O)c4ccccn4)nn(C)c3nc12	-3%	-3%	-3%	29	-10%	-3%
O=C(NCc1ccccc1)c1cccc(COc2ccccc2Cl)c1	8%	?	-49%	90	-1%	7%
CCOC(=O)c1nn(-c2ccccc2)c(=O)c(C#N)c1C	-7%	20%	3%	4	0%	0%
CN1CCCN(C(=O)c2c(F)cccc2Cl)CC1	3%	7%	-5%	41	10%	-17%
C[C@]12CCC3C(CC[C@H]4C[C@H](O)CC[C@]34C)C1[C@@H](O)C[C@@H]2O (some centres undefined)	/	7%	3%	?	/	/
CCc1ccc(NC(=O)C2CCN(S(=O)(=O)c3ccc4c(c3)NC(=O)C(C)S4)CC2)cc1 (centres undefined)	-1%	8.9µM*	-31%	-97*	/	14%
CCOC(=O)C(=CNc1ccc(OC)cc1[N+](=O)[O-])C(=O)OCC	-1%	?	-4%	20	3%	-8%
CCN(C[C@H]1N[C@@](CC)(C(=O)OC)[C@H]2C(=O)N(C)C(=O)[C@@H]12)C(=O)c1ccc(F)cc1	/	17%	-9%	-15	/	/
COc1ccc(-n2nnnc2C2CCN(S(=O)(=O)c3ccc(NC(C)=O)cc3)CC2)cc1	18%	/	/	?	/	5%
O=S(=O)(c1ccc2c(c1)CCCN2)N1CCCCC1	?	11%	-13%	0	/	-24%

# Later entries
structure	AmpC inh detg	HCV inh	AmpC inh no detg	HCMV antiviral	Giardia FBPA inh	Sm TGR inh
COc1ccc(OC)c(/C=C/c2[nH]c(=O)[nH]c(=O)c2[N+](=O)[O-])c1	-10%	17%	-20%	22	7%	?
CC(=O)c1ccc(NC(=O)CN2c3cccc4cccc(c34)S2(=O)=O)cc1	/	-4%	-25%	9	/	/
CONC(=O)c1cc(OCC(F)(F)F)ccc1OCC(F)(F)F	-12%	8%	-9%	-6	9%	-1%
Fc1ccc(N2CCN(c3nc(-c4ccco4)cc(C(F)(F)F)n3)CC2)cc1	-3%	?	-23%	-5	-2%	4%
COc1ccc(-n2cc(-c3ccccc3)c3c(SC(C)C(C)=O)ncnc32)cc1 (centres undefined)	-2%	/	/	0	/	-1%
CCN1CCN(c2ncc3c(n2)CCN(CC(C)C)C3)CC1	2%	/	/	-8	/	-10%
O=C(O)CC1=C(Nc2ccccc2)C(=O)N(c2ccccc2)C1c1ccc(Br)cc1 (centres undefined)	-1%	17%	-43%	55	20%	/
Cc1cc(C=O)c(C)n1-c1ccc(NC2CCCCC2)c([N+](=O)[O-])c1	-3%	10%	35%	-9	-6%	1%
CCc1ccc(NC(=O)N(CCN2CCOCC2)C2CCN(C(C)=O)CC2)cc1	-6%	7%	0%	-5	4%	6%
Cc1ccc2cc(CNC(C)(C)C)c(=O)[nH]c2c1	?	-5%	-13%	15	-13%	-18%
Cc1ccnc(N2CCCC(C(=O)Nc3cccc(C)c3C)C2)n1 (centres undefined)	3%	6%	-13%	-39	/	0%
c1ccc(CCN2CCN(c3ncnc4c3cnn4-c3ccccc3)CC2)cc1	-8%	?	64%[activator]	-12	1%	-17%
Cc1ccc(S(=O)(=O)Nc2cccc(Cl)c2)cc1NC(=O)C1CC1	/	-3%	-7%	-15	/	/
C/C(CC(=O)NC1CCCCC1)=N\NC(=O)c1ccccn1	4%	13%	-4%	-4	-7%	2%
O=C(c1ccccc1)c1ccc(OCC(O)CN2CCCCC2)cc1 (centres undefined)	-1%	?	-18%	40	-3%	-7%
CCc1ccc(-c2cc(C)no2)cc1S(=O)(=O)NC(C)Cc1ccco1 (centres undefined)	?	-27%	-27%	?	10%	-21%
COC(C[C@@H]1O[C@@H]1[C@@H](O)[C@H](C)OCc1ccccc1)OC	-9%	20%	-15%	-8	10%	1%
C#Cc1ccc([C@H]2C=C(C(=O)NCc3ccccc3)O[C@@H](OCC)[C@@H]2CCCO)cc1	2%	?	63%[activator]	26	4%	0%
C=CC[C@@H](CC(=O)N[C@H](CO)Cc1ccccc1)C(=O)NC[C@@H](OC(=O)[C@@H](CC=C)Cc1ccc(F)cc1)c1ccccc1	/	0%	47%	10	/	/
O=C(CCNC(=O)c1ccc([N+](=O)[O-])cc1)Nc1ccccc1N1CCCC1	4%	-2%	4%	?	/	5%

# Gathered by group, the compounds so far with an NH in an aromatic ring (three)
structure	AmpC inh detg	HCV inh	AmpC inh no detg	HCMV antiviral	Giardia FBPA inh	Sm TGR inh
Cc1ccc(S(=O)(=O)c2[nH]c(-c3ccccc3)nc2SCCC(=O)O)cc1	16%	/	/	-4	/	-1%
COc1ccc(OC)c(/C=C/c2[nH]c(=O)[nH]c(=O)c2[N+](=O)[O-])c1	-10%	17%	-20%	22	7%	?
Cc1ccc2cc(CNC(C)(C)C)c(=O)[nH]c2c1	?	-5%	-13%	15	-13%	-18%

# Following part.
structure	AmpC inh detg	HCV inh	AmpC inh no detg	HCMV antiviral	Giardia FBPA inh	Sm TGR inh
COc1ccc(NC(=O)CSc2nnc(C)s2)cc1S(=O)(=O)N1CCOCC1	?	6%	-11%	15	/	-2%
C/C(CC1CC(COCC(C)C)OC1=O)=N\Nc1nc(-c2ccccc2)cs1 (centres undefined)	7%	2%	?	81	-1%	56µM*
CC1(c2ccccc2)CC(C)(C)N(C(=O)c2ccccc2Cl)c2ccccc21 (centres undefined)	-6%	/	/	28	/	0%
C/C(Cl)=C\CSc1nnc2n(N)c(=O)c3ccccc3n12	-6%	16%	-1%	5	-2%	-22%
O=C(/C=C/c1ccco1)Nc1cccc2cccnc12	-13%	1%	-58%	-1	-22%	?
CCn1cc(C(=O)N2CCN(c3cc(C)ccc3C)CC2)c(=O)c2cc(S(=O)(=O)N(C)C3CCCCC3)ccc21	2%	/	/	10	/	8%
COc1cc(C2SCC(=O)N2Cc2ccccc2)ccc1O (centres undefined)	0%	9%	-8%	6	10%	-10%
CCCOP(=O)(c1ccc(N(C)C)cc1)C(Nc1ccccc1)c1ccc(N(C)C)cc1 (centres undefined)	-8%	?	135%[activator]	14	-4%	-12%
CCN1CCN(Cc2ccc(NC(=O)c3ccc(C)c(NC(=O)N4CCNC4=O)c3)cc2C(F)(F)F)CC1	-22%&-6%	?	68%&60%[activator]	-94*!	-19%&-2%	-6%&18%
CC/C(=N\NC(=O)c1ccccc1Cl)c1ccc(Br)s1	?	?	-29%	?	-1%	6%
CCOC(=O)c1ccc(NS(=O)(=O)c2c(C)[nH]c(C)c2C(=O)N2CCCCC2)cc1	2%	2%	42%	-5	-3%	-25%
Cc1ccc(-c2ccnc3nc(Sc4ncc(C(F)(F)F)cc4Cl)nn23)cc1	?	?	14%	15	-1%	8%
O=C(CSCc1c(Cl)cccc1Cl)N1CCOCC1	4%	22%	114%[activator]	-20	-8%	5%
CC(CNC(=O)c1ccc(CSc2nc3ccncc3n2Cc2cccc(F)c2)cc1)c1ccccc1 (centres undefined)	21%	/	/	-70*	/	15%
COc1ccc(CCNC(C)CCc2ccc(OC)cc2)cc1 (centres undefined)	8%	-30%	3%	-35	7%	2%
Fc1ccc2c(c1)nnn2C1CCN(Cc2nnnn2CCc2ccccc2)CC1	-13%	-8%	42%	-15	?	-7%
CC(=O)c1sc(NC(=O)c2c(-c3ccccc3)c(-c3ccccc3)nn(C)c2=O)nc1C	15%	/	/	-17	/	-3%
CCSc1nnc(NC(=O)c2ccc(C)o2)s1	0%	5%	-11%	20	-9%	-5%
Cc1ccc(-c2nc3scc(CCNS(=O)(=O)c4ccc(F)c(C)c4)n3n2)cc1	1%	/	/	40	/	1%
Cc1ccc(OCC(=O)NC2CCCCCC2)cc1C	-9%	3%	2%	14	1%	8%

# Going on with the list.
structure	AmpC inh detg	HCV inh	AmpC inh no detg	HCMV antiviral	Giardia FBPA inh	Sm TGR inh
O=C(NCCSc1c[nH]c2ccccc12)c1c(F)cccc1F	-9%	-21%	-14%	34	-3%	6%
O=C(COC(=O)c1ccccc1)NCCC1=CCCCC1	?	11%	-14%[11.4 µM]	37	4%	-3%
O=C(/C=C/c1cccs1)Nc1nccs1	4%	-5%	-14%	59	5%	8%
O=[N+]([O-])c1ccccc1OCCCNCc1ccccc1	-1%	4%	-27%	-3	?	-11%
COC(=O)c1ccc(N2CCOCC2)c(NC(=O)c2ccc(Br)o2)c1	-4%	?	-12%	0	/	3%
COc1cccc(N2CCN(S(=O)(=O)c3ccc(-c4cnc(C5CC5)o4)cc3)CC2)c1	2%&-9%	7%	43%	?	/	2%&-6%

# Limited to AmpC inh detg and Sm TGR inh, for some of the entries so far:
Structure | AmpC inh detg | Sm TGR inh
COc1cc(S(=O)(=O)Nc2cccnc2)ccc1F | -6% | 3%
Cc1ccc2oc(C(=O)NCc3ccc(S(N)(=O)=O)cc3)cc(=O)c2c1 | 3% | 22%
CC(C)C(=O)Nc1cccc(NC2=NS(=O)(=O)c3ccccc32)c1 | 24% | 3%
Cc1ccc(C2CC(=O)C=C(NCC(C)C)C2)cc1 (centres undefined) | -11% | 4%
Cc1ccc(NC(=O)/C(Cl)=C\c2ccccc2)cc1 | -8% | -1%

# An excerpt from above in order of number of heavy atoms, low to high:
structure	AmpC inh detg	HCV inh	AmpC inh no detg	HCMV antiviral	Giardia FBPA inh	Sm TGR inh
O=[N+]([O-])c1ccccc1OCCCNCc1ccccc1	-1%	4%	-27%	-3	?	-11%
O=C(NCCSc1c[nH]c2ccccc12)c1c(F)cccc1F	-9%	-21%	-14%	34	-3%	6%
COC(=O)c1ccc(N2CCOCC2)c(NC(=O)c2ccc(Br)o2)c1	-4%	?	-12%	0	/	3%

# Compound activity as filed in PubChem BioAssay.

# Random draw from the library (roughly 9.9% active in at least one column).
